Compound activity from PubChem BioAssay.
MRP reversal – compounds reversing MRP-mediated drug resistance | H69AR cells + 2 uM doxorubicin, CellTiter-Glo, 72 h | differential viability (reversal), % at 10 µM | actives 0.04% (n = 85,000);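 active means viability drop by adding the cancer drug above about 55%, with treated viability meeting a 40% cutoff, limit read from the data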;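 further: viability without doxorubicin minus viability with 2 µM doxorubicin for each compound; larger differential means the compound sensitizes cells more to doxorubicin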
IL1B NFkB inh – blocks IL-1B driven NFkB nuclear translocation in HUVEC cells; HUVEC IL-1B NFkB p65 nuclear translocation imaging; inhibition, % at 2 µM; actives 0.43% (n = 94,000); AID 796;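 active means inhibition above about 30% together with a positive call from visual inspection of the well image, limit read from the data; inconclusive means inhibition above a set limit but visual check negative; inactive means inhibition not above a set limit, visual check negative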;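 further: nuclear over cytoplasmic p65 intensity ratio measured by imaging; 0% = IL-1B stimulated DMSO wells and 100% = unstimulated DMSO wells; values of inactives mirror those of a sister screen read the other way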
Bcl-B TR3 displacers – displacers of TR3 peptide from Bcl-B, primary screen, selectivity assay for Bfl-1 inhibitor project, biochemical, fluorescence polarization; FP displacement of FITC-TR3 peptide from Bcl-B; higher % means a stronger effect; one-dose displacement, % at 20 µM; IC50 in µM for titrated hits; actives 0.11% (n = 96,000);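 active means displacement above 50% at 20 µM plus a fluorescence interference ratio under 1.5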;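 further: plate controls were wells without compound for no effect and wells lacking Bcl-B protein for full effect; a part of the inactive calls stands beside numbers as strong as those of hits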
PLAP inhibitors HTS – PLAP enzyme inhibitors, biochemical, luminescence, HTS (AID 690) | actives 0.08% (n = 96,000) | inhibition, % at 20 µM; hits with a dose series show IC50 in µM | purified PLAP, luminescent substrate; higher % means a stronger effect; in the data active means a potency from the dose series; inactive means the rest, 99 in 100 with inhibition below about 30%; further: strong numbers were not always called active
IL1B NFkB pot – enhances IL-1B driven NFkB nuclear translocation; AID 819; actives 0.3% (n = 94,000); activation, % at 2 µM; HUVEC IL-1B NFkB p65 nuclear translocation imaging;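 active means activation above 40%, about the mean plus 3 SD, also judged a hit on visual image review; inconclusive means activation above 40% but not a hit on visual review; inactive means activation not above 40% and no visual hit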;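 further: percent activation is computed from the nuclear over cytoplasmic p65 intensity ratio; values of inactives mirror those of a sister screen read the other way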
MRP reversal cytotoxicity – recorded beside MRP reversal, whose call it bears; viability, %; H69AR cells, CellTiter-Glo, 72 h; measured here: cytotoxicity without doxorubicin
MRP reversal with doxorubicin – also measured in MRP reversal; calls as there; viability, %; measured here: viability with 2 uM doxorubicin; stronger effect = lower value
IL1B NFkB inh cell count 2 µM – second read-out of IL1B NFkB inh, no call of its own (marks repeat the call); cell count; measured here: cells passing quality filter;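 raw number of nuclei counted in each imaged well without normalization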
IL1B NFkB pot cell count 2 µM – also measured in IL1B NFkB pot; calls as there; cell count; measured here: cells passing quality filter
The depositor's hits bear a star; ? = inconclusive; / = no result given.

SMILES,MRP reversal,MRP reversal cytotoxicity,MRP reversal with doxorubicin,IL1B NFkB inh,IL1B NFkB inh cell count 2 µM,Bcl-B TR3 displacers,PLAP inhibitors HTS,IL1B NFkB pot,IL1B NFkB pot cell count 2 µM
Cc1cccn2cc(CNc3ccccc3)nc12,-10,97,107,-4,131,10%,-19%,4,131
CCNc1nc(NC(C)C)nc(SCCOc2ccc(C)cc2)n1,-3,99,102,-15,163,-1%,2%,15,163
CC1(C)OC(=O)C(=CNC(CCC(N)=O)C(=O)O)C(=O)O1 (configuration not stated),2,103,101,-5,151,-10%,-4%,5,151
CCOC(=O)Cc1csc(NC(=O)CSc2nnc(-n3nc(C)cc3C)c3ccccc23)n1,5,86,82,3,198,-6%,-47%,-3,198
COc1nc(NCC(C)C)nc(Oc2ccc(=O)n(-c3ccccc3)n2)n1,12,97,85,-20,183,-6%,-32%,20,183
Cc1nn(CC(=O)Nc2ccc(C(=O)N3CCCC3)cc2)c(=O)c2ccccc12,7,89,82,/,/,-5%,-4%,/,/
Cc1ccc(NC(=S)N2CCN(CCN3C(=O)c4cccc5cccc(c45)C3=O)CC2)cc1,/,/,/,-8,91,10%,-3%,8,91
O=C(O)C1CC(c2ccc(F)cc2)=NO1 (configuration not stated),/,/,/,1,190,-8%,17%,-1,190
CC(=O)N1CCCc2cc(S(=O)(=O)Nc3ccc4c(c3)OCO4)ccc21,/,/,/,/,/,17%,-15%,/,/
O=C(NC1CCCC1)C1CCCN1C(=O)Nc1ccccc1Cl (configuration not stated),-1,87,89,0,86,-6%,-16%,0,86
Cc1cc(NCc2ccc(F)cc2Cl)n2nnnc2n1,14,102,88,/,/,-6%,39%,/,/
Cc1cccc2cc3c(nc12)SC(=NCC1CCCO1)N(Cc1ccco1)C3 (configuration not stated),15,47,32,-12,134,-6%,6%,12,134
COc1ccc(NC(=O)c2cccc(F)c2)cc1Cl,-8,96,105,15,186,2%,25%,-15,186
O/N=C1/C2C3CC4C5C3C1C5C1(OCCO1)C42 (configuration not stated),-14,86,101,/,/,1%,3%,/,/
O=C1CSc2ccc(C(=O)NCCC3=CCCCC3)cc2N1,4,94,89,9,181,5%,18%,-9,181
COc1ccc(OC)c(NC(=O)C2CCCN2C(=O)OCc2ccccc2)c1 (configuration not stated),19,93,74,/,/,-8%,-56%,/,/
c1ccc2c(c1)c1ccccc1n1c(-c3ccc4c(c3)OCO4)nnc21,/,/,/,-4,187,4%,1%,-1,170
CC(C)(C)C(=O)Nc1cc(C(F)(F)F)ccc1N1CCOCC1,-28,50,78,14,82,/,/,-14,82
O=C(COC(=O)CCc1c[nH]c2ccccc12)NC1CCS(=O)(=O)C1 (configuration not stated),1,92,91,-44,103,/,/,?,/
CCS(=O)(=O)n1nc(-c2ccc(Cl)cc2)nc1SCc1ccccc1,-5,70,75,2,128,/,/,-2,128
CCOC(=O)N1CCC(NC(=O)CCC(=O)N2CC(C)Oc3ccc(C)cc32)CC1 (configuration not stated),/,/,/,4,116,0%,-33%,-4,116
CCn1c(SCC(=O)Nc2ccccc2C(=O)OC)nnc1-c1cccc(C)c1,1,81,81,/,/,5%,-66%,/,/
COCCNc1nc2ccccc2nc1NS(=O)(=O)c1ccc(C)cc1C,9,94,85,-13,169,-28%,-19%,13,169
COc1ccc(CCNC(=O)C2CCN(S(=O)(=O)c3ccc(Cl)cc3)CC2)cc1OC,-1,72,73,-27,121,/,/,27,121
CCOC(=O)N1CCN(C(=O)C2CC(c3ccc(F)cc3)=NO2)CC1 (configuration not stated),12,94,82,0,148,7%,2%,0,148
COc1nccnc1NS(=O)(=O)c1ccc(NS(=O)(=O)c2ccc(NC(C)=O)cc2)cc1,-15,96,111,4,70,5%,-12%,-5,70
c1ccc(CCc2nc(-c3ccccn3)no2)cc1,-8,89,97,-4,160,1%,12%,4,160
COC(=O)C1C(=O)CC(C)(O)C(C(=O)OC)C1c1ccccc1F (configuration not stated),11,93,82,1,113,-15%,-20%,-1,113
COC(=O)C1(C)NC(c2ccc(O)cc2)C2C(=O)N(c3ccc4c(c3)OCCO4)C(=O)C21 (configuration not stated),-5,105,110,11,137,-5%,-29%,-11,137
Cc1ccc(S(=O)(=O)Cn2nnnc2CN2CCN(Cc3ccc4c(c3)OCO4)CC2)cc1,19,105,85,-3,81,-5%,-39%,3,81
COC(=O)c1ccccc1S(=O)(=O)N1CCC(c2nc3ccccc3o2)CC1,/,/,/,2,125,-31%,-40%,-2,125
O=C(NC12CC3CC(CC(C3)C1)C2)N1CCC(O)(c2ccc3c(c2)OCO3)CC1,9,100,91,0,98,3%,3%,0,98
C=CCNC(=S)NNC(=O)c1ccc(OCCC)cc1,8,102,93,9,114,/,/,-9,114
Clc1ccc(Cc2noc(Cc3ccccc3)n2)cc1Cl,-2,93,96,-18,113,-4%,19%,18,113
O=C(NCc1ccccn1)c1cc2ccccc2oc1=O,0,100,100,7,48,4%,-10%,-7,48
O=C(CCS(=O)(=O)Cc1ccc(Cl)cc1)NCCCN1CCOCC1,14,97,83,-22,173,-11%,14%,22,173

5 compounds out of the list, ordered by number of heavy atoms, highest first.
SMILES,MRP reversal,MRP reversal cytotoxicity,MRP reversal with doxorubicin,IL1B NFkB inh,IL1B NFkB inh cell count 2 µM,Bcl-B TR3 displacers,PLAP inhibitors HTS,IL1B NFkB pot,IL1B NFkB pot cell count 2 µM
Cc1ccc(S(=O)(=O)Cn2nnnc2CN2CCN(Cc3ccc4c(c3)OCO4)CC2)cc1,19,105,85,-3,81,-5%,-39%,3,81
COC(=O)C1(C)NC(c2ccc(O)cc2)C2C(=O)N(c3ccc4c(c3)OCCO4)C(=O)C21 (configuration not stated),-5,105,110,11,137,-5%,-29%,-11,137
COC(=O)c1ccccc1S(=O)(=O)N1CCC(c2nc3ccccc3o2)CC1,/,/,/,2,125,-31%,-40%,-2,125
O=C(CCS(=O)(=O)Cc1ccc(Cl)cc1)NCCCN1CCOCC1,14,97,83,-22,173,-11%,14%,22,173
COC(=O)C1C(=O)CC(C)(O)C(C(=O)OC)C1c1ccccc1F (configuration not stated),11,93,82,1,113,-15%,-20%,-1,113

Later entries:
SMILES,MRP reversal,MRP reversal cytotoxicity,MRP reversal with doxorubicin,IL1B NFkB inh,IL1B NFkB inh cell count 2 µM,Bcl-B TR3 displacers,PLAP inhibitors HTS,IL1B NFkB pot,IL1B NFkB pot cell count 2 µM
CC(Oc1ccc(Cl)cc1)c1ccnn1S(=O)(=O)c1ccc(Cl)cc1 (configuration not stated),/,/,/,-8,155,1%,17%,8,155
O=C(NC1CCS(=O)(=O)C1)c1cccc(S(=O)(=O)N2CCCCC2)c1 (configuration not stated),0,99,99,-28,114,-8%,16%,28,114
CCCc1c(C)c2cc(C)ccc2[nH]c1=O,9,100,91,-8,197,6%,24%,8,197
COc1ccc(NC(=O)N(CCc2ccccc2)Cc2cc3c(C)cc(C)cc3[nH]c2=O)cc1,-4,76,80,-1,157,-11%,-33%,1,157
CCc1ccc2[nH]c(=O)c(CN(CCCN3CCOCC3)C(=O)Nc3ccc(Cl)cc3)cc2c1,-19,27,46,5,208,-5%,-42%,-5,208
CC1(C)Cc2c(cnn2-c2ccccc2)-c2c1c1ccccc1n2CC(O)CBr (configuration not stated),-3,16,19,3,187,4%,-6%,-3,187
CCOC(=O)c1sc(NC(=O)CSc2nc3c(cc2C#N)CCCCCC3)c(C#N)c1C,/,/,/,6,183,-27%,-32%,-6,183
COCCC(=O)N(Cc1ccc2c(c1)OCO2)C(C(=O)NC1CCCCC1)c1ccncc1 (configuration not stated),-4,94,98,-4,208,-7%,-7%,4,208
CC(NC(=O)COc1cc(=O)n(C)c2ccccc12)c1ccc2c(c1)OCCO2 (configuration not stated),-5,75,80,-30,125,-3%,-10%,30,125
COc1cccc(OCCn2c(C)c(/C=N/n3cnnc3)c3ccccc32)c1,/,/,/,-6,199,-1%,2%,6,199
COc1cccc(C2C(C(=O)c3cc4cccc(OC)c4o3)=C(O)C(=O)N2c2cc(C)on2)c1OC (configuration not stated),18,102,85,-15,191,3%,-29%,15,191
CN=Cc1c(NC)nc2c(C)cccn2c1=O,0,89,89,1,164,4%,4%,-1,164
Cc1ccc(Nc2nc(N)nc(CSc3nncn3C)n2)cc1,2,91,89,16,67,/,/,-16,67
Cc1cc(C)cc(N2CCCC2=O)c1,-4,89,93,0,188,/,/,0,188
CN(Cc1ccccc1)c1nc2c(c(=O)[nH]c(=O)n2C)n1Cc1ccccc1Cl,/,/,/,-24,130,-2%,18%,24,130
CC(C)n1c(=O)[nH]c2ccccc21,9,95,86,-22,171,6%,10%,22,171
C=CC(=O)N1c2ccccc2Sc2ccc(NC(=O)OCC)cc21,-16,26,42,7,106,/,/,-7,106
Cc1nc(N[C@@H](Cc2ccccc2)C(=O)O)c2oc3ccccc3c2n1,-2,91,93,-27,152,-2%,0%,27,152
CCOc1ccc(N2C(=O)CC(N3CCN(c4ccccc4F)CC3)C2=O)cc1 (configuration not stated),-15,98,112,/,/,6%,-23%,/,/
O=C(NCc1ccco1)C1CCCN(S(=O)(=O)c2cccc3cccnc23)C1 (configuration not stated),10,84,74,2,189,-3%,-18%,-2,189
COC(=O)C1CC(O)CN1C(=O)c1ccco1 (configuration not stated),/,/,/,-1,126,-2%,-6%,1,126
Cc1noc(C)c1Cc1ccc(O)cc1,/,/,/,-8,126,0%,1%,8,126
CCOc1nc(Nc2cc(Cl)ccc2OC)nc(OCC)n1,-11,66,77,-2,152,/,/,2,152
CCC(c1nnnn1Cc1ccco1)N(CCc1ccccc1)Cc1cc2cccc(C)c2[nH]c1=O (configuration not stated),10,67,57,7,134,-12%,-47%,-7,134
COCCCNC(=O)C(C#N)c1nc2ccccc2nc1N1CCN(Cc2ccccc2)CC1 (configuration not stated),4,83,79,/,/,21%,-19%,/,/
CCOC(=O)N1CCN(Cc2nc3c(c(=O)[nH]c(=O)n3C)n2CCCc2ccccc2)CC1,24,100,76,1,168,-3%,-28%,-1,168
COc1ccnc(CSC(N)=Nc2ccccc2OC)c1,7,96,90,-37,140,/,/,37,140
COc1ccc(OC)c(CNC(=O)CCNC(=O)Cn2ccc3ccccc3c2=O)c1,-13,72,86,-13,137,2%,-5%,13,137

A portion of the library, so the mix of outcomes need not match the whole.
